Cneo AK release: causes C. neoformans cell lysis | 360,000 compounds, 0.2% hits | AID 651654 | adenylate kinase release luminescence, 4 h; normalised: neutral wells 0, clomiphene wells 100 | lysis activity, % at 15 µM;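 active = mean lysis activity across replicates of at least 80%, whatever share of replicates individually reach that level; inactive = mean lysis activity below 80%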
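Test system: log-phase Cryptococcus neoformans yeast cells. Input: 5 × 10^6 yeast cells/mL. Medium: fresh YPD growth medium. Doses: single dose. Incubation: static 4 h at 37 °C with compound, 1 h detection. Measured by: luminescent adenylate kinase detection reagent. Read-out: signal increase indicating cell lysis. Benchmarks: Clomiphene.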
esBAF inh: SWI/SNF esBAF complex inhibition. AID 602393. 350,000 compounds, 2% hits. reporter increase, % at 12.5 µM. mouse ES cells, Bmi1-luciferase knock-in reporter, 24 h; 100% = twice the neutral-well signal; in the data active = activation above about 40%;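 note: 0% = median of the plate's neutral control wells and 100% = double that signal; a rise in the Bmi1 reporter signal indicates esBAF inhibition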
ARNT-TACC3 inh: disruptors of human ARNT/TACC3 interaction; inhibition, % at 9.99 µM; Q9Y6A5; AlphaScreen His-ARNT PAS-B/GST-TACC3 binding, luminescence; TACC3 fragment carries E629A point mutation; AID 623870; 390,000 compounds, 0.66% hits;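 active = mean inhibition of replicates at least 50% and at least half of replicates each reaching 50%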;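 note: 0% = complete ARNT plus TACC3 wells and 100% = ARNT alone without TACC3; many hits fall short of the cut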
SIRT5 inh: sirtuin-5 (human) deacylase inhibition | Q9NXA8 | Purified SirT5, succinyl-peptide AMC, trypsin-coupled fluorescence | inhibition, % at 15 µM | 330,000 compounds, 1.1% hits; in the data active = inhibition above about 15%
Target sequence (Q9NXA8 whole entry, looked up): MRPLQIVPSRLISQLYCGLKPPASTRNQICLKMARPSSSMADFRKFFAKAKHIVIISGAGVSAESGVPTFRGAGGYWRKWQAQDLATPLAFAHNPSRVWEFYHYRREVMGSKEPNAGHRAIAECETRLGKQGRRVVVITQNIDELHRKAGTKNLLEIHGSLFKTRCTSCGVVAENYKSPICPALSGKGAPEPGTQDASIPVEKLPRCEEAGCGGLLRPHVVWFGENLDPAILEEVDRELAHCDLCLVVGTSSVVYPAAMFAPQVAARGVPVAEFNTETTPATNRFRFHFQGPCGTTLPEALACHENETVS
ERp5 inh: inhibitors of human ERp5 | Q15084 | inhibition, % at 9.99 µM | 350,000 compounds, 0.05% hits | ERp5 insulin aggregation, absorbance 650 nm, 90 min;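 active = mean replicate inhibition above about 25%, with every replicate also reaching it, limit read from the data, passing the limit was not always enough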
Target sequence (Q15084 whole entry, looked up): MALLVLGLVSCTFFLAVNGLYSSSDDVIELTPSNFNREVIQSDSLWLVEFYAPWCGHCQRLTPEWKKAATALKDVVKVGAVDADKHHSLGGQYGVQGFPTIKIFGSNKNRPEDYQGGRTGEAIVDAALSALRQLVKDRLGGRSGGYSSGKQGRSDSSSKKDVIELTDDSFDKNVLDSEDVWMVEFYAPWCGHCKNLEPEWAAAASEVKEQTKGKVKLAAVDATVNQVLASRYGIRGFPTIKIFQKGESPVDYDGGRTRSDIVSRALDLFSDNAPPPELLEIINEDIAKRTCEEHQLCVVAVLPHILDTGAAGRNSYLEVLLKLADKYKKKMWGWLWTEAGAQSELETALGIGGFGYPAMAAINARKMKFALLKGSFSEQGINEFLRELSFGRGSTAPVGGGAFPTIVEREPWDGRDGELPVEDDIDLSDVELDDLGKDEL
miR-122 sensor: miR-122 inhibition in Huh7 cells. Huh7 miR-122 Renilla luciferase sensor, 48 h; neutral wells = 0, positive control = 100. activation (reporter increase), % at 12.5 µM. 340,000 compounds, 0.3% hits. AID 602342;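 active = mean replicate activation score at least 90 and every replicate individually at or above 90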;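 note: higher luciferase means less miR-122 activity so hits act as miR-122 inhibitors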
Statin myotox sup: protects C2C12 myotubes from simvastatin toxicity. ATP luminescence, 48 h; scaled: DMSO 0, geranylgeraniol control 100. rescue of ATP level, % at 7.49 µM. 330,000 compounds, 0.78% hits. AID 602340;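 active = mean ATP rescue above about 67%, or every replicate alone reaching that limit, limit read from the data, passing the limit was not always enough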;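 note: myotubes were challenged with 10 µM simvastatin during compound exposure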
Starred values were filed as active, the others as inactive; / = not tested or not shown; & = joins results of further samples; [ ] = dose if it differs, or a comment.

Compound	SIRT5 inh	Cneo AK release	miR-122 sensor	ERp5 inh	esBAF inh	ARNT-TACC3 inh	Statin myotox sup
Cc1cc(OCC(=O)Nc2cnn(CCCC(=O)O)c2)ccc1Cl	1	-1	1	-2	-2	-8	-4
Nc1nnc(SCCOc2ccccc2)s1	-7	-1	-9	6	19	0	23
O=C(Nc1ccc(F)cc1)N[C@H]1CC[C@@H](CCn2cc(C3(O)CCCC3)nn2)O[C@@H]1CO	-1	-2	/	-2	-1	2	14
C[C@@H]1CN([C@@H](C)CO)C(=O)c2cc(C3=CCCCC3)cnc2O[C@H]1CN(C)Cc1ccncc1	3	16	0[16.7 µM]	-2	-1	-4	7
CN1CCN(C(=O)C2=C[C@@H](c3ccc4c(c3)OCO4)C[C@@H](OCc3ccc(CO)cc3)O2)CC1	3&-7	-7&2	4	-4&1	-3	-13&-20	14
Cc1nn(CC(=O)N/N=C/c2ccc(F)cc2)c(C)c1[N+](=O)[O-]	-4	/	/	3	/	16	/
CC(C)(C)NC(=O)C(=O)NNC(=O)c1cccc([N+](=O)[O-])c1	-5	/	-4	-8	/	-4	/
O=C(CNC(=O)c1ccccc1Br)NCC(c1ccco1)N1CCCCC1 (stereo not drawn)	-2	0	-1	2	-4	-3	5
CCc1ccccc1NC(=O)CNC(=O)c1ccc(S(=O)(=O)NCc2ccco2)cc1	-2	-1	-4	1	0	/	10
CC(=O)C1=C(O)C(=O)N(Cc2ccco2)C1c1ccccc1 (stereo not drawn)	-3	0	-11	-12	3	-3	-3
N#Cc1cccc(-c2ccc3c(c2)[C@H]2[C@H](CCN2Cc2ccc4c(c2)OCO4)[C@@H](CO)N3)c1	-1	-19	7[16.7 µM]	2	15	0	20
CCOc1cc(CNc2ccc3cn[nH]c3c2)ccc1OC	/	-3	-1	/	6	32	33
COc1ccccc1C(=O)Nc1ccnn1C1CCN(C2CCSCC2)CC1	0	-1	8	-3	-4	-1	3
Cc1cccc(NC(=O)CCC(=O)Nc2nnc(C3CCCCC3)s2)c1	7	0	-5	14	1	-1	0
C[C@@H]1CN([C@@H](C)CO)C(=O)Cc2cc(NC(=O)CCCN(C)C)ccc2O[C@H]1CN(C)S(=O)(=O)c1ccc(Cl)cc1	-3	53	-5[16.7 µM]	-2	-1	0	0
CN(CCOCCOc1ccc(Cl)cc1Br)Cc1ccccc1	-5	/	/	5	/	-2	/
COCCn1c(SCC(=O)NN2C(=O)NC(C)(c3ccccc3)C2=O)nnc1-c1ccncc1 (stereo not drawn)	-3	2	-3	1	0	/	6
CSc1ccc(CCNC(=O)CCc2nnc3ccc(N4CCOCC4)nn23)cc1	-5	7	-4	3	3	-4	4
Cc1cc(-n2c(C)cc(C(=O)CN3C(=O)NC4(CCCCCC4)C3=O)c2C)no1	/	-1	-7	/	5	3	1
COc1ccc(-c2n[nH]c(C)c2-c2ccccc2OC)c(O)c1	2	/	/	2	/	14	/
COCC(=O)Nc1ccc2c(c1)[C@H]1C[C@H](CC(=O)NCc3cc(F)ccc3F)O[C@@H](CO)[C@H]1O2	/	1	1[16.7 µM]	/	1	0	-2
c1coc(CNCc2cccs2)c1	/	7	-8	/	-1	-5	2
CN(C)S(=O)(=O)N1CCN(C(=O)N2CCCCCC2)CC1	/	0	14	/	-3	-1	7
CCOc1c(Cl)cc(C(=O)Nc2ccccc2C(=O)O)cc1Cl	/	-4	13	/	28	0	-1
Cn1cc(Cl)c(C(=O)Nc2cnn(Cc3ccc(F)cc3)c2)n1	/	-4	-1	4	/	-3	/
CC(C)NC(=O)Nc1ccc2c(c1)CC(=O)N([C@H](C)CO)C[C@@H](C)[C@H](CN(C)Cc1ccncc1)O2	-1	1	-4[16.7 µM]	1	-1	5	-3
COc1ccc(CC(=O)NNC(=O)c2ccco2)cc1OC	-1	/	2	6	3	-7	1
O=C(NCCN1CCOCC1)c1cn(CCc2ccccc2)nn1	/	-2	-5	/	2	1	5
COCCN(C(=O)Cc1cccs1)C(C(=O)NCc1ccc(OC)cc1)c1ccccc1 (stereo not drawn)	/	1	1	/	1	3	8
CCN(CC(=O)Nc1ccc(NC(C)=O)cc1)C(=O)CCCSc1nc2ccccc2[nH]1	-2	/	/	-4	/	-3	/
CCOc1cc(-c2cc(-c3ccccc3)nc(N)c2C#N)ccc1O	/	0	1	/	-4	6	4
O=C(NC1CC1)C1CCN(C2CCN(C(=O)/C=C/c3cccc(F)c3F)CC2)CC1	1	1	5	-20	-3	-3	-1
Fc1ccc(CSc2ncnc3c2ncn3C2CCCCO2)cc1 (stereo not drawn)	-2	/	/	-1	/	0	/
COc1cccc2c3c(c(C)nc12)CC(C)O3 (stereo not drawn)	/	-3	-7	/	-4	-7	/
CC(=O)N1CC(C)Sc2ccc(S(=O)(=O)NCCc3ccc(C)cc3)cc21 (stereo not drawn)	2	-1	67	2	-8	1	6
COc1ccc(NC(=O)c2ccc(NC(=O)CN3CCN(c4ccccc4O)CC3)cc2)cc1	/	-1	-5	8	12	/	-13
COc1ccc(Cl)cc1NS(=O)(=O)c1cccc(C(=O)NCC2CCCO2)c1 (stereo not drawn)	-2	0	/	1	1	3	4
CCOC(=O)c1ccc(NC(=O)Cn2nnc(-c3ccccc3C)n2)cc1	/	2	-5	/	0	-3	-10
Cc1c(NC(=O)Nc2ccc(Cl)cc2Cl)c(=O)n(-c2ccccc2)n1C	-2	/	3	0	-7	-2	4
COc1ccc(S(=O)(=O)N(C)C[C@@H]2Oc3ccc(NC(=O)CCN4CCOCC4)cc3C(=O)N([C@H](C)CO)C[C@@H]2C)cc1	-1	2	-3[16.7 µM]	-1	0	-5	42
N#Cc1ccsc1NC(=O)CN1CCOCC1	2	-1	3	-1	-11	-6	11
COCCC(=O)N1CCC(Oc2ccc(C(=O)NCCc3cn[nH]c3)cc2)CC1	-3	4	3	3	-3	10	2
Cc1cc(S(=O)(=O)N2CCOCC2)ccc1OCC(=O)N1CCCC1	-4	0	0	-3	0	-24	-4
COc1ccc(-n2c(COc3ccc(C)cc3)n[nH]c2=S)cc1	-4	4	0	6	2	-17	7
C[C@@H]1CN([C@H](C)CO)S(=O)(=O)c2ccc(-c3ccccc3)cc2O[C@@H]1CN(C)S(=O)(=O)c1ccccc1F	14	-5	31[16.7 µM]	-2	10	13	-68
COc1ccc(OC)c(NC(=O)COC(=O)[C@H](Cc2ccccc2)NC(=O)c2ccco2)c1	-1	-1	-7	-1	-3	/	11
O=S(=O)(c1ccc(NC(=S)NCCc2ccccc2)cc1)N1CCOCC1	/	3	8	/	/	-22	/
COc1ccc(CCNC(=O)CC2Nc3ccccc3NC2=O)cc1OC (stereo not drawn)	/	-2	1	/	-2	-4	-5
CN(CC(=O)Nc1ccc(Cl)c(C(F)(F)F)c1)C(=O)c1cnccn1	1	-1	0	-7	-3	/	-4
Cc1cc(N2CCN(C)CC2)nc2ccc(NC(=S)N3CCC4(CC3)OCCO4)cc12	-4	-1	/	-1	/	0	/

By substructure, the entries above with a nitro group on carbon.
Compound	SIRT5 inh	Cneo AK release	miR-122 sensor	ERp5 inh	esBAF inh	ARNT-TACC3 inh	Statin myotox sup
Cc1nn(CC(=O)N/N=C/c2ccc(F)cc2)c(C)c1[N+](=O)[O-]	-4	/	/	3	/	16	/
CC(C)(C)NC(=O)C(=O)NNC(=O)c1cccc([N+](=O)[O-])c1	-5	/	-4	-8	/	-4	/

The listing picks up with the 2 entries that preceded the break.
Compound	SIRT5 inh	Cneo AK release	miR-122 sensor	ERp5 inh	esBAF inh	ARNT-TACC3 inh	Statin myotox sup
CN(CC(=O)Nc1ccc(Cl)c(C(F)(F)F)c1)C(=O)c1cnccn1	1	-1	0	-7	-3	/	-4
Cc1cc(N2CCN(C)CC2)nc2ccc(NC(=S)N3CCC4(CC3)OCCO4)cc12	-4	-1	/	-1	/	0	/
Cc1ccc(CCNC(=O)C2CCN(S(=O)(=O)c3ccc4c(c3)oc(=O)n4C)CC2)cc1	0	4	-5	0	0	-4	3
O=C(OCC#CCSc1nc2ccccc2o1)c1ccco1	-1	3	17	3	5	0	16
COc1ccc(N(C)S(=O)(=O)c2cccc(C(=O)Nc3ccc4c(c3)OCCO4)c2)cc1	-1	/	9	0	15	0	1
CCCN(CCC)C(=O)Nc1cc(Cl)ccc1OC	0	5	-5	-1	-11	-3	-13
Cc1cccc(OCCOC(=O)Nc2ccccc2)c1	-4	/	/	0	/	-6	/
CO[C@H]1CN(C)C(=O)c2ccc(NS(=O)(=O)c3ccccc3C)cc2OC[C@H](C)N(C)C[C@H]1C	-4	-3	/	6	0	-5	-25
C[C@@H]1CN([C@@H](C)CO)C(=O)c2cccc(N(C)C)c2O[C@H]1CN(C)S(=O)(=O)c1ccc(F)cc1	-2	-7	-3[16.7 µM]	/	-1	-3	-14
O=C(/C=C/c1ccc([N+](=O)[O-])cc1)NCCOc1ccc(F)cc1	-1	/	/	3	/	0	/
CCSc1sccc1C1C(C#N)=C(N)N(c2cccnc2)C2=C1C(=O)CC(C)(C)C2 (stereo not drawn)	/	1	-5	/	1	3	77*
Cc1ccc(C2CC(C(F)F)n3ncc(C(=O)Nc4c(C)nn(Cc5c(F)cccc5Cl)c4C)c3N2)cc1 (stereo not drawn)	/	3	-7	/	1	-2	19
CCOc1ccc(N(CC(=O)O)S(=O)(=O)c2ccc(F)cc2)cc1	/	8	-3	/	5	26	0
Cc1ccc(S(=O)(=O)N[C@@H]2C=C[C@@H](CC(=O)N3CCC(Cc4ccccc4)CC3)O[C@@H]2CO)cc1	4	3	-16[16.7 µM]	5	23	-1	17
C[C@@H]1CCCCO[C@@H](CN(C)C(=O)Nc2cccc3ccccc23)[C@@H](C)CN([C@H](C)CO)C(=O)c2cc(NS(=O)(=O)c3ccc(F)cc3)ccc2O1	5	8	10[16.7 µM]	0	5	-5	/
CN(c1ccccc1)S(=O)(=O)c1cccc(NC(=O)CCNC(=O)c2ccccc2)c1	-1	-1	/	-4	3	/	-1
CCOc1ccc2[nH]c(O)c(NC(C)=O)c2c1	/	-2	7	/	-7	25	-26
CO[C@@H]1CN(C)C(=O)c2cc(NS(C)(=O)=O)ccc2OC[C@H](C)N(C(=O)C2CCOCC2)C[C@@H]1C	2	7	/	-6	-9	/	9
CCCC(=O)Nc1ccc2c(c1)OC[C@H](C)N(Cc1ccccn1)C[C@@H](C)[C@@H](OC)CN(C)C2=O	-3	-3	/	1	3	5	21
Cc1ccc(S(=O)(=O)N(C)C)cc1NC(=O)CSc1nnnn1-c1ccc(O)cc1	-3	2	-15	1	-11	32	53
O=C(c1sc2cccc(F)c2c1Cl)N1CCN(c2ncccn2)CC1	/	3	-9	/	13	-9	-2
O=C(O)c1cccc(O)c1O	-3	0	-12	2	6	0	6
